GLP-1R inv ag – GLP-1 receptor (human) inverse agonism | 410,000 compounds, 1.6% hits | AID 624417 | Potency, µM (series often up to 38.3 µM), inactives show at the top dose activity change, negative = inhibition, most hits filed as inhibitors | P43220 | HEK293 GLP-1R CRE-luciferase, luminescence, 24 h; GLP-1R form is constitutively active; note: potency is the fitted concentration of half-maximal effect; % is set by controls: 0 for no effect and ±100 for the full control effect; nearly all actives have a fitted effect of over 55% in size
Target sequence (P43220 whole entry, looked up): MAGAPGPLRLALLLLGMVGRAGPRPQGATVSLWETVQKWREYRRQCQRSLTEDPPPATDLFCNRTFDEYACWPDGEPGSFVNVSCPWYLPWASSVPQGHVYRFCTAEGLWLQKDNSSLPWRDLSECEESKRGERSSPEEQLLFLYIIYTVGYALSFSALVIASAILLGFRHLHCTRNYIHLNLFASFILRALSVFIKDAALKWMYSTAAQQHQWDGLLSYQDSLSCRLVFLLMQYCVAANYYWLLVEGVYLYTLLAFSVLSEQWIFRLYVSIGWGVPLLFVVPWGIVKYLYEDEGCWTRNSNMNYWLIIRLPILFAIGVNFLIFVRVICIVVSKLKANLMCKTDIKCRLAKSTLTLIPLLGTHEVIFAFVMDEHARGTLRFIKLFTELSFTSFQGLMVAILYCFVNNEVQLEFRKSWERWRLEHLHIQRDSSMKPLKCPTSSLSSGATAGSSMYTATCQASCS
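Assay principle: reduced luminescence from a cAMP-responsive reporter in HEK293 cells co-expressing a constitutively active GLP-1R. Conditions: 24 hr compound incubation, 37 deg C, 5% CO2.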
PTHR1 agonist – PTHR1 (human) receptor agonism. Q03431. HEK293 GP2 PTHR1 cells, GloSensor cAMP luminescence, 1 h. Potency, µM (titrated, usually from 115 µM), without a hit: top-dose activation, most hits filed as activators. 410,000 compounds, 0.075% hits; note: potency is the fitted concentration of half-maximal effect; nearly all actives have a fitted effect of over 55% in size; some results filed as inactive show a strong effect at the top dose; inactives centre near -15; many of its hits are not listed in these tables
Target sequence (Q03431 whole entry, looked up): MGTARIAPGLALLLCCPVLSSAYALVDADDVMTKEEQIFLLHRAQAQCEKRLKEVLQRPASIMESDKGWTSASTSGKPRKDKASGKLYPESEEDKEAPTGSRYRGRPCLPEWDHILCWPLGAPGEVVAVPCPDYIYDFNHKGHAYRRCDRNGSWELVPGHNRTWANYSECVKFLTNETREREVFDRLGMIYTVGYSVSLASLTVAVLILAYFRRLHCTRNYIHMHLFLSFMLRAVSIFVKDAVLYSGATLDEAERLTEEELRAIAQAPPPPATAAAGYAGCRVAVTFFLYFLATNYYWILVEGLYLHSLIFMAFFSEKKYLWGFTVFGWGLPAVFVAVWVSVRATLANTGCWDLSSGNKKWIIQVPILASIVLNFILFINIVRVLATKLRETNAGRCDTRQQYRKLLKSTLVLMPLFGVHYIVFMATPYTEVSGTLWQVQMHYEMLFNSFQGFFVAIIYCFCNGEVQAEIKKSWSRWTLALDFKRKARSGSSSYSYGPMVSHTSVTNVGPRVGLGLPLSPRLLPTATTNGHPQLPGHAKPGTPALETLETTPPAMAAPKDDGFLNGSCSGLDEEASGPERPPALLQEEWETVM
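HEK-293-derived GP2 cells expressing PTHR1 and a GloSensor cAMP reporter, 3,000/well, plated overnight, given luciferin plus IBMX (each 0.5 mM as added) for 1 h at 37 °C, then compound for 1 h at 37 °C. Luminescence was read after 15 min at room temperature.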
aSyn rescue – alpha-synuclein toxicity inhibition in yeast | Potency, µM (series often up to 46.1 µM), inactives show top-dose growth rescue (activation), hits mostly activators | Yeast expressing alpha-synuclein, growth rescue, BacTiter-Glo, 24 h | 370,000 compounds, 0.14% hits; note: potency is the fitted concentration of half-maximal effect; % of control where 0% means no effect; nearly all actives have a fitted effect of over 65% in size
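Galactose-induced alpha-syn yeast (OD600=0.02, raffinose-pregrown) + pinned cpd, 24 hr, 30 deg C; growth by BacTiter-Glo luminescence. Growth restoration scores as activation.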
KB-V1 cytotox – kills drug-selected multidrug resistant KB-V1 cells. KB-V1 MDR cells viability, CellTiter-Glo, 72 h. 400,000 compounds, 3.4% hits. Potency, µM (highest dose often 46.1 µM), for the others: top-dose activity change, negative = cytotoxicity, actives largely listed as cytotoxic; note: potency is the fitted concentration of half-maximal effect; % is set by controls: 0 for no effect and ±100 for the full control effect; nearly all actives have a fitted effect of over 60% in size
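KB-V1 cells (P-gp-expressing MDR subline of KB-3-1) in phenol-red-free DMEM with 10% FBS were exposed to library compounds over a concentration series for 72 h at 37 degrees C. Viability read by CellTiter-Glo luminescence; concentration-effect curves fitted after normalization.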
DRD3 antagonist – D3 dopamine receptor (human) antagonism. D3R cells, DiscoveRx beta-arrestin luminescence, antagonist mode; active compounds read low. max response, negative = inhibition, %. 360,000 compounds, 2.5% hits. AID 652054. P35462; in the data active = max response below about -50%; inconclusive = no clear call, values can overlap the other calls; note: % is set by controls: 0 for no effect and ±100 for the full control effect; mostly tested at two doses, the higher about 12 µM
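Cells plated overnight at 1500 cells/well, then exposed to library compounds with dopamine controls for 90 minutes at 37 degrees C. DiscoveRx reagent added for 30–60 minutes at room temperature; luminescence read, quantitative HTS format.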
TDP43 rescue – TDP-43 toxicity inhibition in yeast; TDP-43 expressing yeast growth rescue, BacTiter-Glo, 24 h; Potency, µM (doses to about 46.1 µM), inactives show at the top dose growth rescue (activation), hits mostly activators; 410,000 compounds, 1.8% hits; AID 652104; note: potency is the fitted concentration of half-maximal effect; % of control where 0% means no effect; nearly all actives have a fitted effect of over 50% in size
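In this qHTS, compounds that restore growth of yeast expressing TDP-43 appear as activators. Cells (OD600=0.02, galactose medium, raffinose-pregrown) are incubated with compound 24 hr at 30 deg C and growth is quantified by BacTiter-Glo.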
HEK293 tox – cytotoxic in the GLP-1 receptor inverse agonist counter-screen. Potency, µM (highest dose often 38.3 µM), without a hit: at the highest dose activity change, negative = inhibition, actives largely listed as inhibitors. 410,000 compounds, 0.13% hits. HEK293 cAMP-luciferase reporter cells, luminescence, 24 h;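 note: loss of luciferase light is scored as toxicity; potency is the fitted concentration of half-maximal effect; % is set by controls: 0 for no effect and ±100 for the full control effect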
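To flag toxic compounds, the library was rerun on cells for 24 hr at 37 deg C and 5% CO2. Viability-linked luminescence was captured 12 min after adding luciferase detection reagent.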
DRD3 agonist – activates the human D3 dopamine receptor. P35462. AID 652048. D3R DiscoveRx beta-arrestin cells, luminescence, 90 min. 410,000 compounds, 0.58% hits. max activation, %; in the data active = max activation above about 30%; note: 0% is about no effect; mostly tested at two doses, the higher about 12 µM
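Agonist mode: compounds and dopamine controls were applied to plated cells for 90 min at 37 degrees C after an overnight attachment at 1500 cells/well. Luminescent read-out followed 30 - 60 minutes at room temperature with DiscoveRx detection reagent.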
GLP1R ag – agonists of human GLP-1 receptor; Potency, µM (highest dose often 45.6 µM), for the others: at the top dose activation, most hits filed as activators; P43220; AID 624172; 380,000 compounds, 0.007% hits; HEK293 GLP-1R CRE-luciferase, luminescence, 4-6 h; cells express a hypersensitive GLP-1R form; note: potency is the fitted concentration of half-maximal effect; % of control where 0% means no effect
* hit, by the source's call; i = inactive; ? = inconclusive; / = no result given; & = joins results of further samples; [ ] = remark or other dose. Unless noted, calls come from the whole dose curve; as a rule, active = well fitted curve in the direction sought with a large enough effect; inconclusive = small, poorly fitted or top-dose-only effect, or another doubt; inactive = no such curve, though single readings can be large; an effect the other way counts as inactive or inconclusive. This is a subset; count on the stated rates, not on these rows.

SMILES	GLP-1R inv ag	PTHR1 agonist	aSyn rescue	KB-V1 cytotox	DRD3 antagonist	TDP43 rescue	HEK293 tox	DRD3 agonist	GLP1R ag
COc1ccc(N(CC(=O)N2CCN(C)CC2)S(=O)(=O)c2ccccc2)cc1	-3%	i	2%	-15%	2	0%	-5%	-3	2%
CCCc1nc2ccccc2c(C(=O)OCC(=O)Nc2ccc(S(=O)(=O)N3CCOCC3)cc2)c1CC	?	-4%[57.5 µM]	-7%	3.3µM*	36	-30%[inhibitor]	-27%	32*	-10%
Cc1onc(-c2c(F)cccc2Cl)c1C(=O)O/N=C(\N)c1ccc([N+](=O)[O-])o1	-4%	0%	4%	?	8	13%	6%	33*	7%
Fc1ccc(-n2c(Cc3ccccc3)nnc2SCc2nc(-c3cccs3)no2)cc1	?	-15%[57.5 µM]	12%	-10%	-17	?	-2%	-12	19%
COc1ccc(OCCCCn2c(CO)nc3ccccc32)cc1	-16%	-17%	1%	0%	22	-6%	1%	18	15%
O=c1c2c3c(sc2nc2n1CCCCC2)CCCC3	?	-31%[57.5 µM]	-4%	0%	-8	13µM*	7%	-1	17%
COC(=O)c1cc(-c2ccc(OC)cc2)on1	3%	-20%	12%	17%	-13	27%	2%	-5	15%
C=CCn1c(=N)c(C(=O)NCCCOC)cc2c(=O)n3ccccc3nc21	4%	i	-1%	12%	-10	-21%	i	-1	0%
O=C(/C=C/c1cccs1)N1CCOCC1	14%	i	-1%	26%	7	-23%	1%	-1	8%
Cc1cccc(NC(=S)Nc2c(C)n(C)n(-c3ccccc3)c2=O)c1C	2%	i	1%	-3%	14	0%	0%	2	0%
COc1cccc(-c2cc(C(=O)Nc3ccc4c(c3)OCO4)no2)c1	11%&7%	-36%	-6%	?	-18	10%&17%	4%&-7%	1&1	5%
COc1cc(O)sc1C=Nc1ccc(Cl)cc1Cl	24%	-10%	-5%	21µM*	12	12%	2%	1	13%
Cc1cc(C)c2c(C(C)(C)C)nn(-c3ccccc3)c2n1	16%	i	-17%	-37%	26	22%	13%	1	-5%
COC(=O)c1sc2ncn(N)c(=O)c2c1C	5%	i	7%	-9%	6	8%	-2%	2	0%
CCN(CC1COc2ccccc2O1)C(=S)Nc1ccc(F)cc1 (stereo unspecified)	?	-78%[inhibitor]	1%	-12%	-19	16%	4%	-2	-2%

An excerpt from above in order of length of the SMILES, falling.
SMILES	GLP-1R inv ag	PTHR1 agonist	aSyn rescue	KB-V1 cytotox	DRD3 antagonist	TDP43 rescue	HEK293 tox	DRD3 agonist	GLP1R ag
Cc1onc(-c2c(F)cccc2Cl)c1C(=O)O/N=C(\N)c1ccc([N+](=O)[O-])o1	-4%	0%	4%	?	8	13%	6%	33*	7%
CCN(CC1COc2ccccc2O1)C(=S)Nc1ccc(F)cc1 (stereo unspecified)	?	-78%[inhibitor]	1%	-12%	-19	16%	4%	-2	-2%
COc1cc(O)sc1C=Nc1ccc(Cl)cc1Cl	24%	-10%	-5%	21µM*	12	12%	2%	1	13%

(further entries)
SMILES	GLP-1R inv ag	PTHR1 agonist	aSyn rescue	KB-V1 cytotox	DRD3 antagonist	TDP43 rescue	HEK293 tox	DRD3 agonist	GLP1R ag
C/C=C/c1c(F)c(F)c(Oc2ccc(C(=O)O)cc2)c(F)c1F	0%	-4%	18%	17%	-12	-4%	8%	31*	-1%
CCNc1c(NC(=O)C2CCC(C)CC2)c(=O)oc2ccccc12 (stereo unspecified)	17%	i	0%	-7%	13	5%	-11%	8	6%
O=C(/C=C/c1ccncc1)c1ccc(NC(=O)c2ccccc2F)cc1	?	-24%	-7%	?	-67*	-10%	?	-24	-6%
CCOC(=O)Cn1c(=O)c(C#N)cn(C(C)C)c1=O	8%	i	0%	9%	27	16%	4%	7	0%
CCOC(=O)CC(NC(=O)Cn1nnc(-c2ccccc2C)n1)c1ccc(OC)cc1 (stereo unspecified)	-27%	i	0%	?	/	20%	-3%	2	7%
CN(CCC(=O)Nc1cc(S(=O)(=O)N(C)C)ccc1Cl)CC(=O)Nc1ccc(F)cc1	-26%	-28%	3%	?	3	-10%	-17%	-8	1%
CC(=O)c1ccc(Nc2cc(C)nc3nc(Cc4ccccc4)nn23)cc1	10%	i	/	-1%	/	24%	2%	2	/
Cn1c(SCc2nc(-c3ccccc3)no2)nnc1-c1ccco1	-2%	i	2%	2%	8	?	-10%	2	3%
Cc1ccc(CNC(=O)C(=O)NCC2OCCN2S(=O)(=O)c2ccc(Cl)cc2)cc1 (stereo unspecified)	?	-88%[inhibitor]	-4%	?	0	-25%	4%	-5	7%
CC(C)CCn1c(SCC(=O)N2CC(=O)Nc3ccccc32)nc2scc(-c3cccs3)c2c1=O	-1%	i	0%	13%	32	5%	-7%	3	-12%
Cc1cc(-c2nnc(SCC(=O)Nc3ccc(Cl)cn3)n2N)n[nH]1	-12%	i	-10%	-6%	3	-9%	-1%	-4	0%
CCOC(=O)Nc1ccc2c(c1)N(C(=O)CN(C)C)c1ccccc1S2	12%	-20%	-3%	-17%	-15	-5%	-13%	-13	-6%
O=C(CCSc1ccc(Cl)cc1)NCc1ccccn1	17%[0.307 µM]	-30%	8%	-1%	1	26%	10%[0.307 µM]	-5	-3%
Cc1nc(C)c(C(=O)Nc2cccc(C)c2C)o1	3%	i	0%	1%	-5	14%	0%	-8	-5%
CCC(C)[C@H]1COCCS(=O)(=O)N1Cc1ccccc1 (stereo partly specified)	-6%	-6%	3%	-14%	1	12%	0%	-5	-1%
CCOc1ccc(S(=O)(=O)NC(C)C(=O)NCc2ccncc2)cc1 (stereo unspecified)	13%	i	-7%	-1%	-9	-4%	14%	0	22%
COc1ccc(C2(C)NC(=O)N(CC(=O)NCc3ccccc3F)C2=O)cc1 (stereo unspecified)	-11%	-35%[inhibitor]	1%	-5%	-1	-13%	-1%	4	0%
O=C(N/N=C1/CCSC1)c1cc(Br)ccc1O	-5%	-17%	-14%	1%	5	18%	-17%	2	2%
CSc1ccccc1-c1nnc(-c2ccc(Cl)cc2Cl)o1	0%	-23%	0%	4%	5	-1%	12%	3	0%
O=C(COC(=O)/C(=C/c1cccs1)c1cccs1)NC(c1ccccc1)c1ccccc1	?	i	3%	8.2µM*	-3	5%	-1%	2	-3%
Cc1cccc(C)c1NC(=O)CSc1nnc([C@@H]2CCCN2C(=O)OC(C)(C)C)o1	1%	i	-8%	18%	24	22%	0%	-1	-6%
CCOC(=O)CSC1=C(C#N)C(c2ccco2)C(C(=O)OCc2ccccc2)=C(C)N1 (stereo unspecified)	-4%	1%	25%	?	11	-11%	6%	-8	2%
O=C(NCCSCc1cccc(Cl)c1)C1CCN(S(=O)(=O)Cc2ccccc2)CC1	-4%	-18%	/	0%	/	19%	-4%	1	/
O=C1c2[nH]nc(-c3ccccc3O)c2C(c2ccccc2F)N1Cc1ccncc1 (stereo unspecified)	-15%	i	/	?	/	-3%	-1%	-16	/
COc1ccc(OCCC(=O)OCC(=O)Nc2cccc(S(=O)(=O)N3CCCCC3)c2)cc1	-23%	-32%[inhibitor]	5%	11%	-13	?	-2%	1	-14%
OCCCN1CNC(=S)NC1	13%	-3%	-1%	27%	3	16%	5%	8	1%
O=C1C=C(N2CCN(C3=CC(=O)CCC3)CC2)CCC1	7%	-6%[57.5 µM]	10%	-17%	-13	12%	-12%	1	4%
CN1CCN(c2ccc(CNC(=O)C3Cc4c(-c5cccc(F)c5)ccnc4O3)cc2)CC1 (stereo unspecified)	-1%	i	-7%	5%	-56*	10%	-6%	-13	4%
Oc1ccc(C[C@@H]2CNCCN2CC2(c3ccccc3)CC2)cc1	?	i	-2%	13%	-20	19%	25%	-3	8%
CCCCOCCCNC(=O)C[C@@H]1C[C@@]2(C(=O)OC)CC(C)(C)CC=C2N(Cc2ccccc2)C1=O	?	-22%	24%	?	11	?	-12%	5	/
CCN1CCN(CCOc2cccc(Cl)c2Cl)CC1	?	i	-1%	-5%	?	-1%	9%	67*	0%
Nc1nonc1-n1nnc(C(=O)N/N=C/c2ccoc2)c1CSc1ccc(Cl)cc1	?	-37%[inhibitor]	-1%	-17%	-7	1%	4%	-4	0%
Cc1cc(=O)[nH]c(SCC(=O)c2c(N)n(C)c(=O)n(C)c2=O)n1	15%	i	2%	15%	-8	14%	7%	-3	1%
Cc1ccc(-c2ccc(/C=N/NC(=O)Cc3nnc(N)s3)o2)cc1Cl	?	-2%	0%	0%	16	16%	-2%	5	2%
C/C=C1\COC(C(=O)NCc2ccncc2)(C(F)(F)F)C=C1C=C1CCCCC1 (stereo unspecified)	-21%	-24%	3%	?	-2	18%	5%	2	2%
O=C(CC1C(=O)CCCC1=O)c1ccccc1	76%[activator]	-23%	6%	-1%	7	-4%	11%	5	1%
O=C(COC(=O)CCCC1=NS(=O)(=O)c2ccccc2N1)Nc1ccc(Br)cc1	-8%&10%	-13%	-8%	9%&0%	0	-3%&-16%	-8%&6%	0&-10	-4%&2%
O=C(NCc1cccc(C(F)(F)F)c1)C1CC(c2ccccc2[N+](=O)[O-])=NO1 (stereo unspecified)	?	-18%	1%	?	14	?	2%	3	-1%
Cc1cc(C)nc(NC(=S)NC(=O)c2ccccc2)n1	58%[activator]	i	-3%	0%	-26	13%	10%	-8	-2%
Cc1ccccc1C(O)c1ccncc1 (stereo unspecified)	9%	-13%[57.5 µM]	-5%	26%	5	-4%	2%	21	4%
COC(C(=O)N/N=C(\C)c1ccc(C(C)(C)C)cc1)c1ccccc1 (stereo unspecified)	?	i	0%	?	13	9%	-24%	2	8%
CCN(CC)C(=O)Cn1cc(/C=C(\C#N)C(=O)NC2CC2)c2ccccc21	16%	i	-7%	-7%	9	-6%	-11%	-8	4%

From PubChem
